Compound activity deposited in PubChem by several laboratories.
MITF act = MITF TRPM1 promoter activation in melanoma cells. SK-MEL-5 TRPM1-promoter luciferase, 24 h; % of positive control, neutral wells = 0. activation, % at 12.5 µM. 0.75% of 300,000 active. AID 588334;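 active = mean activation of at least 80% with every replicate also reaching 80%; inconclusive = mean reaches 80% but some replicate falls short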;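 note: 0% = neutral control wells and 100% = parthenolide positive control wells; values of inactives mirror those of a sister screen read the other way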
Wnt act = Wnt/beta-catenin pathway activation; Wnt/beta-catenin reporter cell assay, activator, plate reader; activation, % at 9.35 µM; 1.2% of 300,000 active; in the data active = activation above about 30%, passing the limit was not always enough; inconclusive = no clear call, values can overlap the other calls;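 note: 0% = neutral control wells and 100% = positive control wells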
RTF Ca sens act = increases calcium sensitivity of human cardiac regulated thin filaments; 0.24% of 340,000 active; IANBD-labeled TnC RTF fluorescence at EC20 calcium; 0% EC20 calcium, 100% full calcium; AID 493008; activation, % at 7.2 µM;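 active = activation above the mean over all tested compounds plus 3 SD, cut at about 30% in these data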;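 note: rise in fluorescence read as greater calcium sensitivity of cardiac thin filaments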
Rtt109 Vps75 = inhibitors of Candida albicans Rtt109/Vps75 histone acetyltransferase. purified Rtt109/Vps75, ThioGlo CoA-SH fluorescence, 4 h. inhibition, % at 34.9 µM. 0.16% of 330,000 active;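 active = inhibition of at least 50% in every replicate; inconclusive = best replicate reaches 50% inhibition but some replicates fall short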
PvdQ acylase = P. aeruginosa PvdQ acylase inhibition; purified PvdQ acylase, fluorescence plate reader; inhibition, % at 10 µM; 0.063% of 340,000 active; AID 488965; in the data active = inhibition above about 30%, passing the limit was not always enough; inconclusive = no clear call, values can overlap the other calls;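 note: 0% = vehicle neutral wells and 100% = reference inhibitor wells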
CDK5 p35 inh = CDK5/p35 (human) kinase inhibition; AID 488839; inhibition, % at 10 µM; Q00535+Q15078; Recombinant CDK5/p35, ADP-Glo luminescence, 60 min; 0.01% of 330,000 active;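 active = highest replicate inhibition of at least 50% and at least 75% of replicates reaching 50%; inconclusive = only one of the two criteria met; inactive = both criteria failed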;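 note: plate controls were DMSO neutral control for no effect and GW8510 at 10 µM for full effect; many of its hits are not listed in these tables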
Target sequence (Q00535 whole entry, looked up): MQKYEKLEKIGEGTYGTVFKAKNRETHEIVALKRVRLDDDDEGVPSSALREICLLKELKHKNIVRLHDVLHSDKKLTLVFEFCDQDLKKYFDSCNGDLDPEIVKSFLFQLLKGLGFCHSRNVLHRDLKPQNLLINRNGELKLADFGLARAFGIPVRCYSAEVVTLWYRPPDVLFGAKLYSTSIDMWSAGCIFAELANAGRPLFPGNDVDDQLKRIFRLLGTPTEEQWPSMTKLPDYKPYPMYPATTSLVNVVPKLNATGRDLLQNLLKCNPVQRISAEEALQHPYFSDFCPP
Target sequence (Q15078 whole entry, looked up): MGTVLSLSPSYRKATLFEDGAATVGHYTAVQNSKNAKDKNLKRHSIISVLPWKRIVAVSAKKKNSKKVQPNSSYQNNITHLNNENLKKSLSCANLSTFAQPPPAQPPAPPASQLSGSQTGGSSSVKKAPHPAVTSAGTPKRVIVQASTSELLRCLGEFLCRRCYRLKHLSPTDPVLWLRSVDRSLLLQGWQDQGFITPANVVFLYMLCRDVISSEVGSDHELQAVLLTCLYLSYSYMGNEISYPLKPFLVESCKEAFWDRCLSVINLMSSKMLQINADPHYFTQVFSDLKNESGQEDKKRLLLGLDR
HTR5A ag = counter-screen for OPRM1-OPRD1 agonists: human HTR5A agonism | P47898 | activation, % at 9.3 µM | AID 504692 | 0.61% of 340,000 active | HTR5A agonist assay, luminescence, cell-based; in the data active = activation mostly above about 9.5%, no sharp cut-off; inactive = mostly below about 7.6%;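 note: 0% = cells with vehicle only and 100% = reference agonist; strong numbers were not always called active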
SR-BI DiI-HDL act = enhances SR-BI lipid uptake from DiI-HDL; 0.096% of 320,000 active; CHO ldlA[mSR-BI] cells, DiI-HDL uptake fluorescence, 3 h; 100 = double the neutral-control signal; activation, % at 12.5 µM; AID 504775;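 active = mean replicate activation of at least 60% and every replicate at or above 60%; inconclusive = mean or all-replicate condition met, but not both; inactive = mean below 60% and not all replicates reaching 60%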;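 note: 0% = median plate neutral-control signal and 100% = twice that signal; values of inactives mirror those of a sister screen read the other way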
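Test system: SR-BI-overexpressing, LDLR-lacking CHO cells. Measured by: DiI fluorescence, bottom read. Medium: Ham's F12 with 0.5% BSA, HEPES 25 mM, pH 7.4. Timing: 3 h uptake period with compound, 37 °C.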
dFosB act = mouse delta FosB homodimer activation; P13346; purified delta FosB, TAMRA-CDK5 oligo fluorescence polarization; percent of positive-control signal above neutral wells; activation, % at 25 µM; 0.99% of 340,000 active;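 active = mean activation above about 17%, with every replicate also reaching it, limit read from the data, passing the limit was not always enough; inconclusive = only one of the two conditions met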;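 note: fluorescence polarization rise as delta FosB binds a TAMRA Cdk5 AP-1 oligo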
Target sequence (P13346 whole entry, looked up): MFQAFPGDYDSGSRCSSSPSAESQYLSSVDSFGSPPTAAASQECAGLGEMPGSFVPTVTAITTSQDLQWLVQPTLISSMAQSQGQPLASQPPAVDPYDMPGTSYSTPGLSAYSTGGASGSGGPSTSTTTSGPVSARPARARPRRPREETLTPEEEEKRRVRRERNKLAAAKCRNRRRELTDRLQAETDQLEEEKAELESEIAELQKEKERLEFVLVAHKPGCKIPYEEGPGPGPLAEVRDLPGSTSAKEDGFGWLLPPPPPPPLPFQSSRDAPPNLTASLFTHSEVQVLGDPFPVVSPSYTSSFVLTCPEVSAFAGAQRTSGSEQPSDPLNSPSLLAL
SR-BI HDL uptake = blocks mouse SR-BI lipid uptake from DiI-HDL; Q61009; ldlA[mSR-BI] CHO cells, DiI-HDL uptake fluorescence, 3 h; inhibition, % at 12.5 µM; 0.96% of 320,000 active;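 active = mean replicate inhibition of at least 70% and a set share of replicates each scoring 70 or more; inconclusive = meets just one of the two criteria; inactive = fails both criteria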;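 note: 0% = median of neutral control wells and 100% = median of positive control wells; values of inactives mirror those of a sister screen read the other way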
Active calls of the source: *; ? = inconclusive; . = no result given.

SMILES	MITF act	Wnt act	RTF Ca sens act	Rtt109 Vps75	PvdQ acylase	CDK5 p35 inh	HTR5A ag	SR-BI DiI-HDL act	dFosB act	SR-BI HDL uptake
CCCCCSc1nnc2c(n1)OC(C)N(C(C)=O)c1ccccc1-2 (stereo not given)	.	1	4	1	5	-0.6	4	-23	-3	23
Cc1cc(NC(=O)C2CC(=O)N(c3ccccc3)C2)no1 (stereo not given)	-18	-7	1	-23	-17	-0.1	1	4	-4	-4
COc1ccc(NC(=S)Nc2ccc(OC)cc2OC)c(OC)c1	4	3	1	3	-7	-0.2	0	11	-3	-11
COC(=O)C1=C(C)NC(=S)NC1c1ccc(OC(=O)c2ccco2)cc1 (stereo not given)	-2	0	-4	-8	12	-1.5	-1	-27	-6	27
CSc1cccc(NC(=O)N2CCCC(CNS(=O)(=O)Cc3ccccc3)C2)c1 (stereo not given)	4	0	5	-3	-5	-0.6	4	-14	-5	14
O=C(Nc1ccccc1)C1=C[C@@H](C2CC2)C[C@@H](OCCCCO)O1	36	?	4	-10	-11	-0.4	6	-9	0	9
Cc1cccc(NC(=O)CCCC(=O)OC(C)C(=O)c2ccccc2)c1 (stereo not given)	-9	-1	-2	-5	-15	-0.6	2	18	-2	-18
O=C(CCN1C(=O)[C@@H]2Cc3ccccc3CN2C1=O)NCc1ccccc1Cl	10	3	-6	-4	-1	.	-4	-5	-6	5
CCC(C)[C@H](NC(=O)N1CC(=O)Nc2ccccc21)C(=O)N1CCC(C(=O)O)CC1 (stereo not given in full)	-5	0	2	-4	2	0.6	-1	-6	6	6
Cn1c(=O)n(Cc2ccccc2Br)c2ccccc21	-3	0	1	3	3	-0.1	-2	-5	-5	5
Cc1cc(C)c(C)c(OCCn2ccnc2)c1	-8	-1	-4	10	2	2.7	4	5	-6	-5
COCCCN1CC23C=CC(O2)C(C(=O)OC)C3C1=O (stereo not given)	-10	.	2	-3	0	1.0	-1	.	8	.
Cc1cc(C(=O)Nc2ccc3c(c2)OCO3)no1	106*	22	-4	-5	-7	1.5	8	-25	-8	25
CC(C)N(Cc1ccccc1)C(=O)COC(=O)c1c(F)cccc1F	5	-6	-7	3	-18	-1.3	-4	-11	-3	11
Cc1cc(NC(=O)c2c(F)c(F)c(F)c(F)c2F)no1	0	.	-3	-5	63*	-0.1	-3	-1	-4	1
Cc1nnc(SCc2cccc([N+](=O)[O-])c2)s1	23	5	2	-8	-1	3.1	0	-2	6	2
Cc1ccc(NCc2nnc(SCC(=O)Nc3nnc(C)s3)n2C)cc1	1	-3	-6	.	-8	1.4	-3	15	-1	-15
CC1=NN(c2ccc(C)cc2C)C(=O)C1C(c1ccccc1O)C1C(=O)N(c2ccc(C)cc2C)N=C1C (stereo not given)	2	-4	-5	37	-1	1.3	3	27	-3	-27
Cc1cccc(OCCCSc2nc3ccc(C)cc3[nH]2)c1	-7	.	-4	14	-13	-2.4	5	.	6	.
CC1CN(S(=O)(=O)c2cccc(C(=O)OC(C)C(=O)NC3CCCCC3C)c2)CC(C)O1 (stereo not given)	6	1	-4	-4	-17	0.6	1	-5	-3	5

2 of the compounds above, comma-delimited:
Compound,MITF act,Wnt act,RTF Ca sens act,Rtt109 Vps75,PvdQ acylase,CDK5 p35 inh,HTR5A ag,SR-BI DiI-HDL act,dFosB act,SR-BI HDL uptake
CSc1cccc(NC(=O)N2CCCC(CNS(=O)(=O)Cc3ccccc3)C2)c1 (stereo not given),4,0,5,-3,-5,-0.6,4,-14,-5,14
O=C(Nc1ccccc1)C1=C[C@@H](C2CC2)C[C@@H](OCCCCO)O1,36,?,4,-10,-11,-0.4,6,-9,0,9

The list goes on:
SMILES	MITF act	Wnt act	RTF Ca sens act	Rtt109 Vps75	PvdQ acylase	CDK5 p35 inh	HTR5A ag	SR-BI DiI-HDL act	dFosB act	SR-BI HDL uptake
O=C(CNS(=O)(=O)c1cccs1)NCc1ccccc1	4	1	3	-6	5	0.2	6	39	-2	-39
CN(C)Cc1ccc(-c2nc3cccc4c3n2CCNC4=O)cc1	-12	1	11	3	-3	13	.	9	-1	-9
O=C(c1ccc(Cl)cc1)N1CCn2c1nc1ccccc12	62	2	7	-4	-15	1.7	.	18	-6	-18
CC(C)CNC(=O)COC(=O)c1cncc(Br)c1	-16	-1	4	-8	-7	0.1	2	-2	-7	2
Cc1ccccc1OCC(=O)OCC(=O)NCC1CCCCC1	8	-3	-2	-7	-16	-1.0	0	7	-7	-7
CCC1=C(OC(=O)N(CC)CC)N2C(=O)OC(=NCCOC)[C@]2(Cc2ccccc2)[C@H]2C1=CC[C@H]1C(=O)N(CC(=O)OC)C(=O)[C@H]12	-1	1	-4	0	-8	-0.9	4	12	-5	-12
CC(C)[C@H](NC(=O)[C@@H]1CSC2c3ccccc3C(=O)N21)C(=O)N1CCCCC1 (stereo not given in full)	-5	0	2	-2	-4	1.6	-2	12	-1	-12
CCN(CC)S(=O)(=O)c1ccc(N2CCOCC2)c(NC(=O)CN2C(=O)NC(C)(c3ccccc3)C2=O)c1 (stereo not given)	-6	1	-2	17	-9	-1.6	-1	-12	-11	12
Cc1cc(C)nc(Nc2n[nH]c(-c3ccc(N)cc3)n2)n1	.	47*	3	-4	6	2.4	11	12	2	-12
CCNC(=O)NC(=O)CSc1ccc(NC(C)=O)cc1	-18	.	1	-5	-10	-0.2	4	-7	3	7
Cc1ccc2oc(-c3ccccc3C(=O)O)cc(=O)c2c1	.	-1	0	-6	-3	-1.3	1	3	2	-3
COc1cccc(NC(=O)CN(C)C(=O)COc2ccccc2Cc2ccccc2)c1	-7	-2	-2	13	-24	2.6	2	14	-12	-14
COc1ccccc1OCc1nnc(SCC(N)=O)n1-c1ccccc1	3	-1	6	3	-6	0.0	3	28	0	-28
Cc1nnc(SCc2c(Cl)cccc2Cl)s1	48	0	-5	-8	26	0.5	-2	-5	2	5
COc1ccc(Cl)cc1-c1nc(-c2ccncc2)no1	20	.	0	-18	-5	0.2	3	-32	-12	32
Cc1nn(Cc2noc(C(=O)NC3CCC(C)CC3)n2)c(C)c1Br (stereo not given)	1	0	-1	4	-2	0.0	4	30	-2	-30
Cc1cc(C)c2nc(N3CCC(C(=O)N4CCN(c5ncccn5)CC4)CC3)sc2c1	-5	.	10	-3	-4	-0.9	-4	-68	-6	68
CC1CCCCC1NC(=O)c1c(O)nc2ccccn2c1=O (stereo not given)	-3	0	-8	4	8	-0.2	3	-10	-8	10
COc1ccc(NC(=O)Nc2cccc3cccnc23)cc1	40	.	2	-1	18	0.9	-6	-18	-4	18
COc1ccc(OC)c(C2C(C(=O)c3sc(C)nc3C)=C(O)C(=O)N2CCN2CCOCC2)c1 (stereo not given)	-12	.	3	-18	-9	-1.4	-1	38	-4	-38

Of the compounds above, five contain two or more sulfur atoms.
SMILES	MITF act	Wnt act	RTF Ca sens act	Rtt109 Vps75	PvdQ acylase	CDK5 p35 inh	HTR5A ag	SR-BI DiI-HDL act	dFosB act	SR-BI HDL uptake
CSc1cccc(NC(=O)N2CCCC(CNS(=O)(=O)Cc3ccccc3)C2)c1 (stereo not given)	4	0	5	-3	-5	-0.6	4	-14	-5	14
Cc1nnc(SCc2cccc([N+](=O)[O-])c2)s1	23	5	2	-8	-1	3.1	0	-2	6	2
Cc1ccc(NCc2nnc(SCC(=O)Nc3nnc(C)s3)n2C)cc1	1	-3	-6	.	-8	1.4	-3	15	-1	-15
O=C(CNS(=O)(=O)c1cccs1)NCc1ccccc1	4	1	3	-6	5	0.2	6	39	-2	-39
Cc1nnc(SCc2c(Cl)cccc2Cl)s1	48	0	-5	-8	26	0.5	-2	-5	2	5

Other compounds:
SMILES	MITF act	Wnt act	RTF Ca sens act	Rtt109 Vps75	PvdQ acylase	CDK5 p35 inh	HTR5A ag	SR-BI DiI-HDL act	dFosB act	SR-BI HDL uptake
CN(C)C(CNC(=O)CNC(=O)Cc1cccc2ccccc12)c1ccccc1 (stereo not given)	-4	14	2	5	4	-2.1	8	12	-6	-12
O=C(COC(=O)c1nc(Cl)ccc1Cl)Nc1ncc(Cl)cc1Cl	-6	-3	14	-7	-15	-0.2	2	12	-2	-12
Cc1ccc(-c2nc(S(=O)(=O)c3ccc(C)cc3)c(N(C)C)o2)cc1	5	0	0	21	-11	-0.1	4	9	0	-9
COc1ccc(-n2c(SCc3ccccn3)nc3c(c2=O)SCC3)cc1OC	-5	6	1	18	4	-1.0	3	20	5	-20
NC(=O)c1ccsc1NC(=O)COC(=O)COc1ccccc1[N+](=O)[O-]	-11	0	-6	1	-8	0.1	0	3	-1	-3
O=C(COC(=O)c1cnccn1)NCc1ccc(Cl)cc1	-3	-1	-1	3	-6	-1.3	5	5	-3	-5
COc1cc(C(=O)NC2CCCc3ccccc32)ccc1OCC(=O)Nc1ccc(F)cc1 (stereo not given)	5	-4	-1	-2	-24	-5.7	0	-57	?	57
CCOc1cc2[nH]c(=O)n(CCC(=O)NCCc3ccc(OC)c(OC)c3)c(=O)c2cc1OCC	-7	.	7	1	-18	-1.3	5	-16	1	16
COCCNC(=O)c1ccc(N2CCC3(CC2)OCCO3)c([N+](=O)[O-])c1	-1	-1	4	-14	-6	.	1	23	2	-23
CC(C)NC(=O)C(=O)Nc1cc2c3c(c1)CCC(=O)N3CCC2	-1	0	-5	1	3	0.2	-1	-25	-4	25
N#Cc1ccc(COC(=O)C2CCC(=O)N2)cc1 (stereo not given)	.	2	-3	16	10	-0.2	4	11	-3	-11
CN(C)/C=C1\N=C(c2cccs2)OC1=O	10	-1	1	18	2	-0.1	10	11	7	-11
O=C(Nc1ccccc1Oc1ccccc1)c1ccc(Br)o1	3	.	-4	0	-13	0.7	-5	-16	0	16
CSc1nnc(C(C)(C)C)c(=O)n1/N=C/c1ccccc1O	-12	1	-5	35	8	-1.0	1	.	-1	.
CSc1ccc(Cl)c(C(=O)Nc2ccc(Cl)cn2)c1	-15	3	2	2	-6	-0.8	-2	-42	-2	42
O=C1CN(C(=O)CSc2nnc3ccccn23)c2ccccc2N1	-3	0	4	0	-13	0.8	-3	13	4	-13
